Vc quorum ag – inducers of Vibrio cholerae quorum light production without autoinducers, primary screen, BH1578 luxS cqsA deficient, single point; AID 588436, 2011; V. cholerae BH1578 lux reporter, luminescence, 6 h; activation, % at 18.7 µM; 0.16% of 350,000 active; in the data active means activation mostly above about 9.7%, no sharp cut-off; further: not every result past the cut was called active; inactives centre near 0; reference of the scale not given here
PfHsp40 yeast – rescue of yeast from PfHsp40 toxicity, primary screen, S. cerevisiae, ATP luminescence. growth rescue, % at 12.5 µM. AID 504582, 2011. 0.68% of 340,000 active. S. cerevisiae expressing PfHsp40, growth rescue; in the data active means growth rescue above about 28%, passing the limit was not always enough;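 further: yeast W303a lacking pdr1 and pdr3 grown in galactose medium; growth measured after three days at 30 °C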
Yp Topo-I inh – Yersinia pestis topoisomerase I inhibitors, primary screen, biochemical, cleavage product accumulation, plate reader, single point; DNA topoisomerase I (Yersinia pestis CO92); Y. pestis Topo-I cleavage product accumulation; activity, % at 10 µM; 0.064% of 360,000 active; in the data active means activity above about 50%, passing the limit was not always enough; further: inactives centre near 2
FadD28 binding – inhibitors of FadD28 bisubstrate probe binding, primary screen, biochemical, fluorescence polarization, single point; Mycobacterium tuberculosis FadD28 fatty-acid-AMP ligase; inhibition, % at 12.5 µM; 0.22% of 360,000 active; in the data active means inhibition above about 8.5%, passing the limit was not always enough
TcdB GH inh – TcdB glycohydrolase inhibitors, primary screen, biochemical, single point, plate reader. 0.24% of 350,000 active. inhibition, % at 9.99 µM. Toxin B (Clostridioides difficile), P18177. TcdB glycohydrolase enzymatic assay; in the data active means inhibition above about 10%
UGM FP inh – M. tuberculosis UGM enzyme inhibitors, primary screen, biochemical, fluorescence polarization, single point | UDP-galactopyranose mutase (Mycobacterium tuberculosis (strain ATCC 25618 / H37Rv)), … | purified UGM, fluorescence polarization probe displacement | inhibition, % at 10 µM | AID 504406, 2011 | 0.06% of 320,000 active; in the data active means inhibition above about 10%, passing the limit was not always enough
Target sequence (P9WIQ1 whole entry, looked up): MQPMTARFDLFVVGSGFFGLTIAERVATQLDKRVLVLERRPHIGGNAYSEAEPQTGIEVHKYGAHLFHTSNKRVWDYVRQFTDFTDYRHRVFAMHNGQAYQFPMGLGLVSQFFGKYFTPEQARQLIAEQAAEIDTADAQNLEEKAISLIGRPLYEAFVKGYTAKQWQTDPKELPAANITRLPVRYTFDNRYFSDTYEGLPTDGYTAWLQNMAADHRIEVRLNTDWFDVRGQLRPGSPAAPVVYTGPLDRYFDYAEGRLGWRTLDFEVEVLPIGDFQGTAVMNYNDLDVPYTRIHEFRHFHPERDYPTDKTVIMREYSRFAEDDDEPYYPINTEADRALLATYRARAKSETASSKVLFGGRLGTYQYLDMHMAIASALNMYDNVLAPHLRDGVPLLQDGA
BioA inh – M. tuberculosis BioA enzyme inhibitors, primary screen, biochemical, plate reader, single point, HTS; purified M. tuberculosis BioA enzyme; 0.096% of 360,000 active; inhibition, % at 9.99 µM; in the data active means inhibition above about 40%
GDH-TPI counter – GDH-TPI coupling enzyme inhibitors, primary screen, artefact control for M. tuberculosis FBA inhibitor project, biochemical, absorbance, full deck; GDH-TPI coupled enzyme counterscreen, NADH absorbance; inhibition, % at 4.8 µM; 1.2% of 360,000 active; in the data active means inhibition above about 30%;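 further: 0% = DMSO wells and 100% = wells lacking the enzyme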
FBA Mtb inh – Mtb FBA enzyme inhibitors, primary screen, biochemical, fluorescence, strain H37Rv. Fructose-bisphosphate aldolase (Mycobacterium tuberculosis (strain ATCC 25618 / H37Rv)), …. purified M. tuberculosis FBA, fluorescence read-out. inhibition, % at 1 µM. 2.3% of 360,000 active. AID 588726, 2011; in the data active means inhibition above about 27%;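 further: 0% = vehicle and 100% = reference inhibitor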
Target sequence (P9WQA3 whole entry, looked up): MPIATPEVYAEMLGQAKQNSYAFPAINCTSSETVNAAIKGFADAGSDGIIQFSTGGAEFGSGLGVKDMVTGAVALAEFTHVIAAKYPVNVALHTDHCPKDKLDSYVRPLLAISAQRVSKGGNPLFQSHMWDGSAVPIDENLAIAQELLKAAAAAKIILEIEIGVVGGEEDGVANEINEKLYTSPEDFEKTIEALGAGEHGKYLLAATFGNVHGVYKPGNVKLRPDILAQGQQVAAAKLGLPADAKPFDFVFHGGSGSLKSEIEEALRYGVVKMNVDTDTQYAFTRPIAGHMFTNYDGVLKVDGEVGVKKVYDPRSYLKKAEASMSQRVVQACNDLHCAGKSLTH
The depositor's hits bear a star; i = inactive; x = not tested or not shown; & = joins results of further samples.

structure | Vc quorum ag | PfHsp40 yeast | Yp Topo-I inh | FadD28 binding | TcdB GH inh | UGM FP inh | BioA inh | GDH-TPI counter | FBA Mtb inh
CN(C(=O)c1cnc2n(c1=O)CCS2)C1CCCCC1 | i | 0.7 | 1 | -2.5 | -1.0 | -1.1 | -1.4 | 14 | 1
COc1ccc(CCNC(=O)c2ccc(=O)[nH]c2)cc1OC | -0.1 | -0.5 | -1 | -0.5 | 1.3 | -0.7 | 1.7 | 7 | 2
COc1ccc(OC)c(/C=C2\SC(=S)N(NS(=O)(=O)c3ccccc3)C2=O)c1 | i | 0.6 | -2 | 0.4 | -1.2 | -1.0 | x | 7 | -7
CC12C(=O)N(c3ccc(OC(=O)c4ccco4)cc3)C(=O)C1C1c3ccccc3C2c2ccccc21 (configuration not stated) | -0.2 | -1.4 | 8 | 0.0 | x | -0.3 | x | 8 | -1
CSc1sc(C(=O)N2CCCCC2)c(-c2cccs2)c1C#N | -0.3 | 1.3 | 8 | -7.1 | 1.6 | -2.1 | 1.7 | 2 | -2
CC(Oc1ccc(Cl)cc1Cl)c1nc(-c2ccccn2)no1 (configuration not stated) | i | 0.2 | 15 | -5.9 | x | -0.6 | -1.2 | -1 | -3
COc1cccc(C(=O)Nc2ccccc2N2CCCC2)c1 | -0.3 | -0.2 | -7 | -2.4 | x | 3.3 | 0.3 | -10 | -1
COc1cc(C(=O)Nc2ccc(Nc3ccccc3)cc2)cc(OC)c1OC | -0.3 | 2.3 | 4 | 6.6 | 0.1 | -0.9 | -0.3 | 14 | -1
CCOC(=O)c1cc(C(=O)Nc2ccc(C)c(F)c2)nn1C | -0.7 | 1.0 | 7 | -4.3 | x | 1.7 | 0.7 | -5 | -3
COC(=O)CCC(=O)NNC(=O)c1ccc(Cl)cc1Cl | i | 0.7 | -4 | 0.9 | x | -0.9 | -1.5 | 7 | 1
CCCN(C(=O)CSc1nnc2ccccn12)C1CCS(=O)(=O)C1 (configuration not stated) | i | -0.5 | 6 | -1.7 | 0.4 | 0.6 | -1.3 | -3 | 4
Cc1cccc(NC(=O)C2CC3CCC2C3)c1C (configuration not stated) | -0.3 | -1.0 | 1 | -1.2 | -1.5 | 0.6 | 1.3 | 16 | 5
Cc1nc(SCC(=O)NC2CC2)c2c(C)c(C)sc2n1 | -8.8 | -2.3 | 1 | -0.4 | 0.7 | 1.8 | -0.6 | 3 | 2
CCN(CC)c1ccc(CNc2ccc3c(c2)ncn3C(C)(C)C)cc1 | 5.6 | 2.2 | 1 | -0.4 | -0.1 | -0.8 | -0.3 | 0 | 5
COc1ccccc1CNC(=O)CCNS(=O)(=O)/C=C/c1ccc(C)cc1 | 2.7 | 1.3 | 26 | -1.1 | 1.1 | 1.1 | x | 6 | -1

Reprinted from the part before: 6 entries, followed by the next part.
structure | Vc quorum ag | PfHsp40 yeast | Yp Topo-I inh | FadD28 binding | TcdB GH inh | UGM FP inh | BioA inh | GDH-TPI counter | FBA Mtb inh
COC(=O)CCC(=O)NNC(=O)c1ccc(Cl)cc1Cl | i | 0.7 | -4 | 0.9 | x | -0.9 | -1.5 | 7 | 1
CCCN(C(=O)CSc1nnc2ccccn12)C1CCS(=O)(=O)C1 (configuration not stated) | i | -0.5 | 6 | -1.7 | 0.4 | 0.6 | -1.3 | -3 | 4
Cc1cccc(NC(=O)C2CC3CCC2C3)c1C (configuration not stated) | -0.3 | -1.0 | 1 | -1.2 | -1.5 | 0.6 | 1.3 | 16 | 5
Cc1nc(SCC(=O)NC2CC2)c2c(C)c(C)sc2n1 | -8.8 | -2.3 | 1 | -0.4 | 0.7 | 1.8 | -0.6 | 3 | 2
CCN(CC)c1ccc(CNc2ccc3c(c2)ncn3C(C)(C)C)cc1 | 5.6 | 2.2 | 1 | -0.4 | -0.1 | -0.8 | -0.3 | 0 | 5
COc1ccccc1CNC(=O)CCNS(=O)(=O)/C=C/c1ccc(C)cc1 | 2.7 | 1.3 | 26 | -1.1 | 1.1 | 1.1 | x | 6 | -1
CN(C)CCCn1c(N)c(S(=O)(=O)c2ccccc2)c2nc3ccccc3nc21 | i | x | -5 | -0.3 | -11 | 0.7 | -6.0 | 20 | 113*
C(=C\c1ccccc1)/CN1CCN(C(c2ccnc3ccccc23)c2nnnn2-c2ccc3c(c2)OCCO3)CC1 (configuration not stated) | x | x | x | -0.6 | 2.0 | x | -4.2 | x | 3
CN1C(=O)OC(C)(C)C1=O | i | -0.9 | -4 | 1.1 | x | -1.5 | 0.1 | -6 | 1
Cc1c(NC(=O)COc2cccc3c2OC(C)(C)C3)c(=O)n(-c2ccccc2)n1C | -0.3 | -1.1 | -8 | -1.5 | 1.0 | -1.1 | -0.6 | 0 | -1
COc1ccc(OC)c(NC(=O)C(=S)NC2CCCCC2)c1 | i | 0.9 | 18 | 6.1 | 0.3 | 0.3 | -0.6 | 3 | 1
Cc1c(C(=O)N2CCN(c3ccccn3)CC2)oc2ccccc12 | i | 0.2 | 3 | -2.3 | 0.7 | 1.5 | -1.4 | -1 | 3
COc1cccc(N2C(=O)NC(=O)/C(=C/c3ccc4c(c3)Cc3ccccc3-4)C2=O)c1 | 0.2 | 0.1 | -5 | -3.5 | 1.1 | 2.8 | -1.8 | 0 | 6
O=C(CCc1ccccc1)OCC(=O)c1ccc([N+](=O)[O-])cc1 | -0.3 | -1.1 | -1 | -0.5 | 1.7 | -4.2 | -1.6 | 0 | -4
CCn1c(=S)sc2c(=O)n(CC(=O)Nc3ccc(OC)cc3)c(C)nc21 | -0.3 | -0.2 | -4 | -1.3 | 0.8 | 0.2 | 0.6 | 12 | 3
CC12CCC(=O)C=C1CCC1C2C(=O)CC2(C)C1CCC2(O)C(=O)CO (configuration not stated) | -0.2 | -2.2 | -3 | -0.8 | 1.2 | 1.6 | -0.1 | 9 | 2
Cc1ccccc1-n1c(SCC(=O)N2CCCCC2)nc(O)cc1=O | -0.6 | -0.1 | 8 | -3.0 | 0.3 | -1.6 | -0.7 | 4 | 1
COc1cccc(C2/C(=C(/O)c3ccc4c(c3)CC(C)O4)C(=O)C(=O)N2c2nnc(C)s2)c1 (configuration not stated) | -0.4 | 0.6 | 4 | -3.2 | 0.2 | 0.9 | -0.2 | -1 | 5
C[C@H](CO)N1C[C@H](C)[C@@H](CN(C)S(=O)(=O)c2ccccc2)Oc2ccc(NC(=O)CCN3CCOCC3)cc2C1=O | -0.5 | -0.6 | 26 | 1.0 | -1.0&-0.3 | -0.6 | -0.2&-1.0 | 1 | 3
COC(=O)c1ccc(COC(=O)c2ccc(N(C)C)cc2)cc1 | -0.1 | 1.1 | 11 | -0.5 | x | 0.8 | 0.4 | 19 | 4
C=CCNc1nc(-c2ccccc2)c(C(=O)OCC)cc1C#N | i | 0.5 | 4 | -2.9 | x | -1.2 | -0.9 | 9 | 7
O=C(O)c1ccccc1NC1CCCCC1NS(=O)(=O)c1ccccc1 (configuration not stated) | i | -0.4 | 9 | 0.8 | 0.7 | x | -1.0 | 13 | 17
CCC1Oc2ccc(C)cc2N(CC(=O)N2CCOCC2)C1=O (configuration not stated) | -0.2 | 0.4 | 14 | 0.4 | 0.3 | 1.5 | 2.2 | 5 | 2
CCOC(=O)c1cc(NC(=O)N2CCCCC2)c(C)nc1C | x | 0.6 | 2 | -2.9 | x | -0.8 | -0.1 | -2 | 2
O=C(/C=C/Sc1ccc(C(F)(F)F)cn1)c1ccccc1 | i | -1.7 | -3 | -3.0 | 1.0 | -1.8 | 0.2 | -6 | -2
CCN(CC(=O)Nc1cccc(OC)c1)CC(=O)Nc1cccc2ccccc12 | i | -1.0 | 16 | -1.2 | -0.5 | 2.8 | -0.2 | 3 | 6
CCOC(=O)c1sc(NC(=O)CC2OC(=O)c3ccccc32)nc1C (configuration not stated) | -1.8 | -0.5 | -11 | -2.2 | -5.6 | x | 0.2 | -5 | 4
CCc1nc2c(OCc3cccc(Cl)c3)cccn2c1N(C)C(=O)c1ccco1 | i | x | 18 | -1.9 | 0.9 | x | 0.5 | 4 | -1
O=C(CSc1ccc(-c2cccs2)nn1)NCCc1ccccc1 | -0.2 | -0.8 | 2 | x | 0.2 | 1.3 | -0.9 | 4 | 2
Cc1cc(F)c(F)c(C(=O)N2CCOCC2)c1 | -1.3 | 0.6 | 8 | -0.7 | x | 0.0 | -0.6 | 1 | 6
COc1ccc(S(=O)(=O)N2CCC(Nc3ccccc3Cl)CC2)cc1 | i | 3.7 | -12 | -0.5 | 1.4 | -2.0 | -2.5 | 7 | -1
COc1ccc(NC(=O)c2nc3nccc(C)n3n2)cc1S(=O)(=O)N1CCOCC1 | i | 1.8 | -3 | -2.2 | 0.9 | 2.1 | -0.3 | 6 | -2
Cc1ccc(COCCN2CCN(S(=O)(=O)c3ccc(C)cc3)CCC2=O)cc1 | i | 0.1 | 9 | -1.4 | 0.8 | 0.2 | 0.2 | 11 | 6
O=C(c1cccs1)N1C[C@H](n2cc(C3CC3)nn2)[C@@H](O)C[C@@H]1c1ccc(Cl)cc1 | -0.4 | x | 1 | 0.9 | 1.6 | x | 2.1 | 5 | -2
O=c1oc2ccccc2c(N2CCCC2)c1CN1CCCC1 | i | -1.2 | 3 | -1.0 | 0.6 | 0.8 | 2.6 | 13 | 4
C/C(=N\Nc1ccccn1)c1ccc(N2CCOCC2)cc1 | 0.0 | 0.8 | -18 | -2.1 | -0.3 | 1.6 | x | 16 | 0
O=C(CN1C(=O)NC2(CCCC2)C1=O)OCCOc1cccc(Cl)c1 | i | -1.2 | 11 | -3.8 | 0.4 | -4.2 | 3.1 | 0 | 0
CCC(C)Sc1ccc([C@H]2N[C@@](Cc3ccccc3)(C(=O)OC)[C@H]3C(=O)N(C)C(=O)[C@@H]23)cc1 (some centres not stated) | -0.8 | 3.9 | 17 | 0.7 | 0.1 | 0.9 | -1.7 | 8 | -2
Cc1ccccc1OCC(=O)N1CCN(C(=O)COc2ccccc2C)CC1 | -0.2 | -1.0 | 18 | -3.7 | 1.0 | 0.3 | -1.5 | -13 | 1
COc1ccccc1NC(=O)N(Cc1ccco1)Cc1cc2cccc(C)c2[nH]c1=O | i | 0.1 | -6 | 0.1 | x | -1.2 | -3.6 | 3 | -1
Cc1occc1C(=O)N/N=C/c1ccc(-c2cccc([N+](=O)[O-])c2)o1 | -0.3 | 0.1 | 6 | -2.6 | 2.1 | 7.3 | 0.8 | 34* | 0
CC1(C(=O)NS(=O)(=O)c2ccc(Cl)cc2)CCN1C(=O)C1(c2ccccc2)CCCC1 (configuration not stated) | -1.2 | x | 4 | -1.0 | -2.4 | x | -0.5 | 3 | -4
COc1ccccc1CNC(=O)c1cc(S(=O)(=O)N2CCN(c3ccccc3)CC2)ccc1Cl | -0.3 | 2.2 | 20 | 0.0 | 1.1 | x | -1.6 | 7 | 1
Cc1[nH]c2ccccc2c1C(=O)C(=O)NCc1cccs1 | -5.6 | -0.4 | 5 | 0.1 | 1.2 | -0.9 | 0.7 | 13 | 0

Whole records from above:
Cc1occc1C(=O)N/N=C/c1ccc(-c2cccc([N+](=O)[O-])c2)o1 is entered as Vc quorum ag = -0.3; PfHsp40 yeast = 0.1; Yp Topo-I inh = 6; FadD28 binding = -2.6; TcdB GH inh = 2.1; UGM FP inh = 7.3; BioA inh = 0.8; GDH-TPI counter = 34*; FBA Mtb inh = 0
CCC(C)Sc1ccc([C@H]2N[C@@](Cc3ccccc3)(C(=O)OC)[C@H]3C(=O)N(C)C(=O)[C@@H]23)cc1 (some centres not stated) is entered as Vc quorum ag = -0.8; PfHsp40 yeast = 3.9; Yp Topo-I inh = 17; FadD28 binding = 0.7; TcdB GH inh = 0.1; UGM FP inh = 0.9; BioA inh = -1.7; GDH-TPI counter = 8; FBA Mtb inh = -2

Assay outcomes: PubChem, several laboratories
